TIM10 inh: TIM10 yeast growth inhibition. S. cerevisiae TIM10 strain growth, BacTiter-Glo luminescence, 24 h. 1.4% of 330,000 active. inhibition, % at 10 µM. AID 463195;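 active means inhibition of 40% or more at the single tested concentration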;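 further: wild-type TIM10 isogenic control strain grown at permissive 25 °C; 0% = DMSO yeast wells and 100% = minimal medium wells without yeast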
A3A deaminase: human APOBEC3A DNA deaminase inhibition; P31941; 0.41% of 330,000 active; inhibition, % at 20 µM; recombinant A3A, FAM/TAMRA ssDNA deamination fluorescence;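 active means at least 40% inhibition at 20 µM here, with at most 30% in a related deaminase screen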;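 further: plate controls were A3A with DMSO for no effect and wells lacking A3A enzyme for full effect; some results filed as inactive read as strong as hits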
Target sequence (P31941 whole entry, looked up): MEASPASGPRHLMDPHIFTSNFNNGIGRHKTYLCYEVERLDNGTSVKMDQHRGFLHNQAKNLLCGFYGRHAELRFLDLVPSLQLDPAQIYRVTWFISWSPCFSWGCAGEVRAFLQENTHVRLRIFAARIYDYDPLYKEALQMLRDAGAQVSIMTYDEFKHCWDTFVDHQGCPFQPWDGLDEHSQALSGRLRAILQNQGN
mIAP activ: increases mouse intestinal alkaline phosphatase activity | muIAP, CDP-Star luminescence, 30 min; hits give high values; 1 = vehicle-only enzyme signal, 0 = enzyme-free wells | activation factor at 10 µM | 0.24% of 330,000 active;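 active means activation factor of at least 2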; further: the source names both 10 and 20 µM as test concentration; values of inactives mirror those of a sister screen read the other way
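Assay system: mouse IAP enzyme / Compound: DMSO-dissolved test compounds / Timing: 30 min, room temperature / Measured by: luminescence from enzymatic CDP-Star hydrolysis / Control set: DMSO-only wells, enzyme-free buffer wells as negative control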
beta cell repl: inducers of beta-cell replication in MIN6 cells | 0.29% of 330,000 active | proliferation, % at 10 µM | MIN6 cells proliferation, ATPlite luminescence, 48 h; cells starved in 0.2% serum; 100% = growth in 10% serum | AID 2380;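 active means compounds whose signal lies at least 3.5 SD above the mean of all wells on their plate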;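 further: 0% = DMSO-treated cells in low-serum medium and 100% = 10% serum control; some compounds called inactive have numbers as strong as hits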
A3G deaminase: inhibitors of human APOBEC3G DNA deaminase; Q9HC16; recombinant A3G, ssDNA deamination FAM/TAMRA fluorescence; inhibition, % at 20 µM; 0.28% of 330,000 active;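 active means inhibition of at least 40% at 20 µM, with no more than 30% in the related APOBEC3A deaminase screen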;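 further: plate controls were DMSO wells with A3G for no effect and wells lacking A3G enzyme for full effect; some compounds called inactive have numbers as strong as hits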
Target sequence (Q9HC16 whole entry, looked up): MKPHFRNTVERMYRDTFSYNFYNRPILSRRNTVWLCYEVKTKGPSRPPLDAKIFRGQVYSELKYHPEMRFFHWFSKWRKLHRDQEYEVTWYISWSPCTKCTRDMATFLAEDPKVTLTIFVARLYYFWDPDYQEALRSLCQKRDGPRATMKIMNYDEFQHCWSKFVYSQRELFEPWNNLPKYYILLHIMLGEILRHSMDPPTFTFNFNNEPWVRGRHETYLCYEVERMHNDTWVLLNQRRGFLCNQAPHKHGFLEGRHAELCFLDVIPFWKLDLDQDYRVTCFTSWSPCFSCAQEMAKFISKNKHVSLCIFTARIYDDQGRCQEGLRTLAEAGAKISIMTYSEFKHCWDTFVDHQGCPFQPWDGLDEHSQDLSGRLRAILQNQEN
tim10-1 inh: tim10-1 yeast growth inhibition; S. cerevisiae tim10-1 ts strain growth, BacTiter-Glo, 24 h; inhibition, % at 20 µM; 2.2% of 330,000 active;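 active means inhibition of at least 40%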;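 further: mutant grown at 25 °C; 0% = DMSO wells with yeast and 100% = wells holding no yeast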
mIAP inh: mouse IAP inhibition; inhibition, % at 10 µM; purified mouse IAP, CDP-Star luminescence, 30 min; 0.2% of 330,000 active;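 active means inhibition of at least 40% at 10 µM in the primary screen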;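 further: plate controls were DMSO with enzyme for no effect and no enzyme wells for full effect; values of inactives mirror those of a sister screen read the other way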
hIAP inh: human IAP inhibition | AID 2544 | inhibition, % at 10 µM | 0.12% of 330,000 active | purified IAP, CDP-Star luminescence, 30 min;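 active means inhibition reaching a set limit with compound at 10 µM in the primary screen, cut at about 35% in these data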;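 further: plate controls were DMSO wells with enzyme for no effect and no-enzyme buffer wells for full effect; values of inactives mirror those of a sister screen read the other way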
Target sequence (P09923 whole entry, looked up): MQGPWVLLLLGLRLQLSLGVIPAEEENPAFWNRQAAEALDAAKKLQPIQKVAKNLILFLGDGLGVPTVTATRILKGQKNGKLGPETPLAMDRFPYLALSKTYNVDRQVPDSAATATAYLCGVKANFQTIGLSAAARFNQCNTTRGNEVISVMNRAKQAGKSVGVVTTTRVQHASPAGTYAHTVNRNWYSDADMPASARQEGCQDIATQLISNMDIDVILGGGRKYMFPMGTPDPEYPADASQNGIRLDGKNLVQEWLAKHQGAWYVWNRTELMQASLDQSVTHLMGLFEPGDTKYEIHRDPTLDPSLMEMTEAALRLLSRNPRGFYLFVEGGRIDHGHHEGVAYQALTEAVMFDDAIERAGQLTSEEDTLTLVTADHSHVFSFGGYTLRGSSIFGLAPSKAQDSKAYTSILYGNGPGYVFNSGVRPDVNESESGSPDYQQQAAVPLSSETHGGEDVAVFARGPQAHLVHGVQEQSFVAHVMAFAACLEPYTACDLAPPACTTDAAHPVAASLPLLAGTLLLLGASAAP
NALP3 yeast inh: NALP3 inhibition in yeast; Yeast reconstituted NLRP3/ASC/caspase-1, beta-gal luminescence, 24 h; inhibition, % at 10 µM; 0.39% of 330,000 active; AID 2825;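 active means inhibition of 50% or more; inactive means inhibition below 50%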;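 further: plate controls were induced DMSO wells for no effect and uninduced yeast grown without galactose for full effect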
Active calls of the source: *.

Each structure is followed by: TIM10 inh	A3A deaminase	mIAP activ	beta cell repl	A3G deaminase	tim10-1 inh	mIAP inh	hIAP inh	NALP3 yeast inh
#1 C=CCNC(=S)Nc1ccc2nsnc2c1
    8.5	1.4	0.914	0.5	2.2	9.4	8.6	14.6	6.3
#2 Cc1ccc(S(=O)(=O)NCC(=O)NCC2COc3ccccc3O2)cc1C (stereo not drawn)
    9.5	0.2	1.03	-1.7	1.9	5.8	-3.0	-7.9	14.9
#3 COc1ccc(-c2cc(-c3nnc(COC(=O)CC4CCCC4)o3)c3ccccc3n2)cc1OC
    7.2	-4.7	0.87	1.6	-7.2	16.1	13.0	-4.0	4.3
#4 O=C(Cn1cc(C(F)(F)F)cc(Cl)c1=O)NC1CCS(=O)(=O)C1 (stereo not drawn)
    8.1	6.1	0.922	0.8	-2.5	2.6	7.8	-1.7	3.6
#5 CCN(Cc1ccccc1)C(c1ccc(C)cc1)c1nnnn1C(C)(C)CC (stereo not drawn)
    21.6	-2.3	0.968	-4.9	-5.3	18.8	3.2	7.8	-4.2
#6 Cc1cc(=O)oc2cc(NC(=O)CN3C(=O)NC(C)(c4ccccc4)C3=O)ccc12 (stereo not drawn)
    -2.5	12.9	1	-3.3	-7.7	-8.2	0.0	3.8	-14.1
#7 CC(=O)N1c2ccc(S(=O)(=O)N(C)CC(=O)N(C)Cc3ccccc3)cc2CC1C (stereo not drawn)
    2.6	-0.1	0.934	-0.8	-2.5	6.5	6.6	-9.7	5.5
#8 CS(=O)(=O)NNC(=O)c1cc2cc3ccccc3nc2s1
    -11.5	-0.2	0.935	-3.8	-3.4	-15.2	6.5	-21.4	12.3
#9 CC(C)(C)c1ccc(-c2n[nH]c(=S)n2/N=C/c2ccncc2)cc1
    13.1	1.1	1.01	-2.8	0.4	37.2	-1.2	9.2	27.6
#10 Cc1cc(C)c(NC(=O)c2cccc(NC(=O)c3ccco3)c2)c(C)c1
    2.9	-5.8	0.832	-4.0	-5.0	13.3	16.8	-21.0	19.8
#11 CN(CC(=O)Nc1ccc(Cl)c(C(F)(F)F)c1)CC(=O)NC1CCCCC1
    14.9	-1.3	1.17	-6.6	-5.4	19.7	-17.0	10.4	-6.8
#12 CCOC(=O)c1nn(-c2ccccc2)cc1O
    -1.4	-4.2	0.907	-2.4	-8.4	-7.6	9.3	8.8	15.5
#13 CCc1ccc(NS(=O)(=O)c2c(C(=O)N3CCOCC3)c(C)n(C)c2C)cc1
    1.0	-3.1	0.951	-1.6	-6.0	6.3	4.9	-15.0	2.5
#14 O=C(CSc1nnc(-c2ccc(F)cc2)o1)Nc1ccc(S(=O)(=O)N2CCCCCC2)cc1
    -6.8	-1.7	0.901	-0.7	-5.4	7.4	9.9	-27.4	10.2
#15 O/N=C1/CCc2cccc3cccc1c23
    -16.9	1.3	1.03	0.6	-0.6	-1.9	-3.1	-5.1	22.8
#16 Cc1ccc(OCCSCc2nnc(NC(=O)Nc3cccc(Cl)c3)s2)cc1
    4.7	-1.4	0.832	-5.7	-2.8	14.5	16.8	-36.0	0.9
#17 CC1CCN(C(=O)COC(=O)c2cc(Cl)cc(Cl)c2N)CC1
    15.6	0.4	0.981	-0.8	-6.5	23.1	1.9	-10.9	15.9
#18 C/C(=N\NS(=O)(=O)c1ccc(Cl)cc1)c1ccc(O)cc1
    3.0	-4.4	0.981	-3.7	-5.9	24.5	1.9	34.9	0.9
#19 O=C(NNC(=O)c1ccc2[nH]c(=O)c(=O)[nH]c2c1)c1cccc(Br)c1
    16.2	1.6	0.971	-3.0	-3.7	-0.6	2.9	-63.6	19.4
#20 CCOc1ccc2nc(NC(=O)c3cnccn3)sc2c1
    -8.0	3.0	0.935	-2.7	0.7	-6.6	6.5	-1.4	27.5
#21 COc1ccc(CCNC(=O)c2ccc(NS(=O)(=O)c3ccc4[nH]c(=O)[nH]c4c3)cc2)cc1
    14.2	-2.6	1.05	-1.8	-9.0	2.1	-4.6	-12.3	4.3
#22 Cc1cccc(-c2nc(CS(=O)CC(=O)N3CCCCC3)c(C)o2)c1 (stereo not drawn)
    8.7	-0.9	1.05	-0.2	-0.7	6.6	-5.1	-0.1	-4.5
#23 COc1ccc(N2C(=O)CCC2(C(N)=O)c2ccccc2)cc1 (stereo not drawn)
    -38.4	-4.3	0.974	-1.9	-4.9	5.1	2.6	1.8	8.7
#24 CCN(CC)c1cccc(OC2=NS(=O)(=O)c3ccccc32)c1
    13.2	-1.7	0.946	-0.5	0.0	6.7	5.4	5.8	1.5
#25 Cc1ccc(CCNC(=O)CCS(=O)(=O)c2ccc3nc(C)sc3c2)cc1
    1.5	1.4	1.06	-2.7	-8.4	5.2	-6.0	12.5	9.8
#26 O=C(NCc1cccs1)C1CC(c2ccc(F)cc2)=NO1 (stereo not drawn)
    -4.8	-2.0	1.02	0.0	-9.3	12.5	-2.1	-3.4	23.7
#27 COc1ccc(NC(=O)CCCN2C(=O)CCC2=O)cc1Cl
    3.7	-4.9	0.936	-0.9	-3.7	-8.0	6.4	1.5	10.7
#28 Cc1sc(NC(=O)COc2cccc(-n3cnnn3)c2)c(C#N)c1C
    -41.6	-0.9	1.04	0.4	-2.0	17.6	-3.7	-19.6	-3.6
#29 O=C(c1ccc(F)cc1)N1CCCC(c2ccccc2)C1 (stereo not drawn)
    -4.9	2.0	0.929	-0.7	-6.4	-8.0	7.1	5.6	23.1
#30 COc1ccc(OC)c(N(C(=O)c2snc(C(N)=O)c2N)C(C(=O)NCc2ccccc2)c2ccc(O)cc2)c1 (stereo not drawn)
    -0.2	0.2	0.934	7.4	-4.9	13.1	6.6	11.7	22.9
#31 CCc1nc(SCC(=O)Nc2ccccc2OC)c2c(C)c(C)sc2n1
    13.5	0.6	1.01	0.0	-9.1	2.0	-1.5	12.1	18.4
#32 COC(=O)c1cc(S(=O)(=O)C(C)C)c(S(C)=O)s1 (stereo not drawn)
    20.5	3.1	1.08	1.4	2.1	20.5	-7.8	-15.4	-5.6
#33 O=C1c2ccccc2S(=O)(=O)c2cc(C(=O)N3CCN(c4ncccn4)CC3)ccc21
    11.8	-3.7	0.978	2.5	-9.7	22.5	2.2	4.1	18.9
#34 COCC(C)NC(=O)c1oc2c(c1C)C1(CCC2)SCCS1 (stereo not drawn)
    -18.9	-1.4	0.97	0.0	-8.6	31.7	3.0	-4.6	-0.3
#35 CC(C)Sc1ccc(C(=O)Nc2ccc(F)cc2F)cn1
    3.7	1.5	0.968	1.3	-6.1	6.5	3.2	4.1	25.5
#36 Cc1cc(N2CCOCC2)c2c(N)c(Br)cc(C)c2n1
    7.5	4.5	1.03	5.1	-1.5	15.3	-3.0	-12.5	18.2
#37 Cn1c(=O)cc(C(=O)N/N=C/c2ccc(F)cc2)[nH]c1=O
    -13.7	2.5	0.871	1.9	14.0	-0.3	12.9	-12.9	-5.9
#38 Cc1cccc(OCc2cc(-c3ccccc3)no2)c1C
    -12.2	-0.3	0.948	6.3	-6.1	-2.7	5.2	13.4	18.0
#39 CCc1ccc(S(=O)(=O)NCc2cn3cccc(C)c3n2)s1
    19.4	-5.4	0.992	-4.7	-6.2	7.0	0.8	-10.7	-4.7
#40 CCOC(=O)CC1(C)NC(=O)c2c(C)sc(C(=O)OCC)c2N1 (stereo not drawn)
    4.8	-0.4	1.04	-4.8	-4.4	8.6	-3.7	-10.4	-3.0
#41 CCC(=O)N1CCc2cc(S(=O)(=O)NCCc3ccc(S(N)(=O)=O)cc3)ccc21
    -0.3	-4.7	0.971	-0.9	-9.8	22.6	2.9	13.1	5.8
#42 O=C(Cc1ccccc1[N+](=O)[O-])N1CCN(c2ccccc2F)CC1
    -12.2	-1.8	0.985	0.0	-2.9	10.7	1.5	5.2	29.9
#43 COC(=O)c1ccc(NC(=O)COc2cccc3c2OC(C)(C)C3)cc1
    11.6	-3.6	1.09	0.9	5.3	31.6	-9.2	-12.3	17.2
#44 O=C(CSc1nnc(-c2ccco2)o1)NCC(=O)c1ccccc1
    -5.2	-1.2	0.919	-1.6	1.9	-0.7	8.1	-10.4	12.4
#45 O=[N+]([O-])c1ccc(Oc2ccc(S(=O)(=O)N3CCCCC3)cc2)cc1
    32.2	-3.9	0.918	-2.1	-5.0	28.4	8.2	1.5	-32.0
#46 CCOC(=O)C1=C(c2ccccc2)OC(N)=C(C#N)C1c1cccnc1 (stereo not drawn)
    24.7	-1.4	1.01	-2.6	-9.3	34.7	-1.2	6.5	-6.7
#47 Cc1ccc(S(=O)(=O)Nc2cc3c4c(c2)CC(=O)N4CCC3)cc1
    7.8	2.0	0.986	-4.6	3.7	14.8	1.4	-2.7	23.2
#48 O=C(CN(C(=O)CCC(=O)Nc1nccs1)c1ccc2c(c1)OCO2)NCc1ccc(F)cc1
    -3.7	-1.9	0.982	0.2	-9.5	-15.3	1.8	19.8	11.4
#49 CSCCC(NC(=O)c1ccc(Cl)cc1Cl)C(=O)NCc1ccncc1 (stereo not drawn)
    8.7	-2.6	1.03	3.8	-3.4	11.8	-2.7	-8.2	10.6
#50 O=C1C=CN(Cc2ccccc2)CC1
    8.9	-2.7	1.07	-0.9	-5.8	7.6	-7.0	11.9	12.1

More entries
Each structure is followed by: TIM10 inh	A3A deaminase	mIAP activ	beta cell repl	A3G deaminase	tim10-1 inh	mIAP inh	hIAP inh	NALP3 yeast inh
#51 N#Cc1nc(-c2ccc(OCc3ccc(Cl)cc3)cc2)oc1NCCCn1ccnc1
    13.9	-6.4	0.984	-0.1	-6.5	-11.8	1.6	-40.0	22.8
#52 Cc1ccc(-c2oc3ccccc3c(=O)c2O)cc1
    7.0	-0.2	1.04	-7.0	-5.6	-12.9	-3.5	1.8	32.7
#53 CSc1nc2sc3c(c2c(=O)[nH]1)CC(C)(C)OC3
    -7.0	-1.1	1.04	-2.6	-2.3	-1.9	-4.4	-5.6	7.1
#54 CCCN(CCC)S(=O)(=O)c1ccc(C(=O)N2CC3CCC(CC3)C2)cc1
    -37.3	0.6	1.09	-1.7	-5.7	-14.7	-8.6	-7.6	11.2
#55 CCOc1ccc(S(=O)(=O)N2CCN(C(=O)C3CSC4(C)CCC(=O)N34)CC2)cc1 (stereo not drawn)
    8.2	10.9	1.1	-4.1	-1.2	-3.3	-9.7	7.5	1.5
#56 CCOC(=O)c1c(NC(=O)CSc2ncn[nH]2)sc(C)c1C
    21.1	-0.4	0.895	0.4	-2.3	25.5	10.5	-17.9	-4.7
#57 Cc1ccc2c(c1Br)/C(=N/N1C(=O)c3ccccc3C1=O)C(=O)N2
    26.1	-0.2	0.867	-2.3	-2.5	22.6	13.3	-43.8	18.6
#58 O=C(Nc1nccs1)c1nc[nH]c1C(=O)N1CCN(c2ccccc2)CC1
    10.6	0.8	0.884	-0.6	-5.2	-1.7	11.6	-99.7	10.8
#59 C=CCN(C(=O)CCC(=O)Nc1cc(C)on1)C(C(=O)NC1CCCC1)c1ccc(C)cc1 (stereo not drawn)
    -11.7	2.1	1.17	1.3	0.4	17.3	-17.0	-2.5	3.9
#60 C=CCS(=O)(=O)N1CCCC(C(=O)c2cccc(Cl)c2)C1 (stereo not drawn)
    8.7	3.2	1.02	-5.3	-3.1	12.5	-1.8	-2.9	19.5
#61 Cc1cc(NC(=O)CCCC(=O)NCc2ccccc2)no1
    4.0	0.1	0.959	0.8	43.6*	-3.9	4.1	-11.8	27.0
#62 O=C(Cn1cnc2ccccc21)NCCCN1CCOCC1
    2.3	3.9	1.1	-1.6	4.1	-5.3	-9.8	13.3	-2.5

Looked up above.
Under mIAP activ, Cc1ccc2c(c1Br)/C(=N/N1C(=O)c3ccccc3C1=O)C(=O)N2 is entered as 0.867
Under A3A deaminase, O=C(CSc1nnc(-c2ccc(F)cc2)o1)Nc1ccc(S(=O)(=O)N2CCCCCC2)cc1 is entered as -1.7

Screens (PubChem)
